M1 antag: human M1 muscarinic receptor antagonists, primary screen, CHO-K1 cells, Fluo-8 calcium fluorescence, 1536-well; Muscarinic acetylcholine receptor M1 (Homo sapiens), P11229; CHO-K1 hM1, ACh EC80 antagonist; inhibition, % at 3 µM; 360,000 compounds, 1.3% hits;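 active means percent inhibition above its own plate's cutoff, namely the mean of that plate's compound wells plus 3 SD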;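 further: peak over basal fluorescence ratio during 140 s after agonist addition; 0% = ACh EC80 plus DMSO and 100% = DMSO alone without agonist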
Target sequence (P11229 whole entry, looked up): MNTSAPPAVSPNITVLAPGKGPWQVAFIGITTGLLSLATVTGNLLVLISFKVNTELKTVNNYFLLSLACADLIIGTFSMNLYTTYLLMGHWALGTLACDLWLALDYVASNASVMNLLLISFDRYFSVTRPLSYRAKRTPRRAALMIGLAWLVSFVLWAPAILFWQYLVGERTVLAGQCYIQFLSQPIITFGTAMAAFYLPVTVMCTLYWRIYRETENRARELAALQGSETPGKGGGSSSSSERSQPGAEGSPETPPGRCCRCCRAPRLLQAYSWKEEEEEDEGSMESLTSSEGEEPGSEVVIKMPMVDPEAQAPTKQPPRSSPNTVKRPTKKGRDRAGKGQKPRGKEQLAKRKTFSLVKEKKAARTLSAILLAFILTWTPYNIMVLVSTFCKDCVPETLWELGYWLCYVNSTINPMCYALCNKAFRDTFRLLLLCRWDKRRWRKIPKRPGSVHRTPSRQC
M1 ag parental: counter-screen for M1 agonists: effect in parental CHO-K1 cells. Fluo-8 calcium fluorescence; scaled to maximal ATP response, vehicle zero. activation, % at 3 µM. 360,000 compounds, 0.48% hits; in the data active means activation above about 15%;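 further: untransfected CHO-K1 host cells lacking M1 receptor as counterscreen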
CHO-K1 Ca antag: M1 antagonist counterscreen hit in parental CHO-K1 cells; ATP-induced calcium, Fluo-8 fluorescence; inhibition, % at 3 µM; 360,000 compounds, 0.6% hits;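 active means inhibition above a per-plate cutoff, the plate's mean sample inhibition plus 3 SD, cut at about 24% in these data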;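 further: 0% = DMSO plus EC80 ATP and 100% = DMSO alone without ATP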
TAAR1 antagonist: human TAAR1 antagonists, primary screen, Fluo-8 calcium fluorescence, CHO RD-HGA16 cells | Trace amine-associated receptor 1 (Homo sapiens), Q96RJ0 | antagonist | inhibition, % at 3 µM | 360,000 compounds, 1.5% hits | AID 624466, 2012;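 active means inhibition above a per-plate cutoff, the mean inhibition of test compounds on that plate plus 3 SD, cut at about 49% in these data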;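 further: 0% = DMSO plus EC80 beta-PEA response and 100% = DMSO alone without agonist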
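Assay system: RD-HGA16 CHO cells with stable hTAAR1 and Gα16 / Reagent: EC80 β-phenethylamine stimulus / Doses: 3 µM, single point / Timing: dye loading 75 min at 37 °C, then 30 min room temperature / Measured by: Fluo-8 intracellular calcium dye fluorescence, real-time kinetic reads / Controls: vehicle wells and EC80 agonist wells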
OXTR potentiate: human OXTR potentiators, primary screen, fluorescence, CHO-OTR cells, Fluo-8 calcium | activation, % at 3 µM | Oxytocin receptor (Homo sapiens), P30559 | 320,000 compounds, 0.061% hits | Fluo-8 calcium fluorescence, potentiator mode; 0% = oxytocin EC15, 100% = EC100 | AID 2445, 2010;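 active means activation above that plate's cutoff, the mean activation of tested compounds plus 3 SD, cut at about 6.6% in these data, passing the limit was not always enough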;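 further: 100% uses oxytocin at 75 nM as the full agonist control; some results filed as inactive read as strong as hits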
Target sequence (P30559 whole entry, looked up): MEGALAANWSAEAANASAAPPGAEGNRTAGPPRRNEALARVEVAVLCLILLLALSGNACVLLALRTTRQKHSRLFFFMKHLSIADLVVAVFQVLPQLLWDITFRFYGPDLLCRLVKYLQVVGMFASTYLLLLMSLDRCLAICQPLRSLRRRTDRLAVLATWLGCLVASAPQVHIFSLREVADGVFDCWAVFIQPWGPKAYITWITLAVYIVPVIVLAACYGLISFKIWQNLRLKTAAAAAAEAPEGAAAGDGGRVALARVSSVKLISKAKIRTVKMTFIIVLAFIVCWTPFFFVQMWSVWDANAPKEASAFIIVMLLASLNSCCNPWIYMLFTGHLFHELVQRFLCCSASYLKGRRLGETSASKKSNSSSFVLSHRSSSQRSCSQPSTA
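test system = CHO-OTR cells, human receptor | compound = single-point 3.0 µM | schedule = 6 min compound pre-incubation at room temperature, 100 s kinetic read | signal = Fluo-8 no-wash calcium dye fluorescence, excitation 470-495 nm, emission 515-575 nm | repeats = single well per compound, singlicate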
M1 PAM parental: nonselective calcium activators in parental CHO-K1 cells, primary screen, counter-screen for M1 PAM project, cell-based, Fluo-8 calcium fluorescence, full deck, 1536-well. AID 602247, 2012. activation, % at 3 µM. 360,000 compounds, 0.02% hits. ATP EC20; 0% at ATP EC20, 100% at ATP max;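 active means activation above the run cutoff, the mean activation of all test compounds plus 3 SD, cut at about 40% in these data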;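 further: peak over basal fluorescence ratio in a 140 s read after ATP addition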
CHO parental Ca: ATP-evoked calcium signal inhibitors, parental CHO, primary screen, counter-screen for OX1R antagonist project, cell-based, fluorescence, Fluo-8 calcium dye. parental CHO-K1, ATP-induced calcium, Fluo-8 fluorescence. inhibition, % at 5.6 µM. 330,000 compounds, 0.63% hits. AID 463079, 2010;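 active means inhibition above that plate's mean sample inhibition plus 3 SD, cut at about 26% in these data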;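 further: 0% = ATP-challenged DMSO wells and 100% = DMSO wells without ATP; some compounds past the cut are filed as inactive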
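Assay system – parental CHO cells · Reagent – ATP stimulus · Detection – intracellular calcium via Fluo-8 no-wash fluorescent dye · Evaluation – percent inhibition of ATP-evoked calcium rise, normalized to controls · Controls – ATP wells versus no-ATP DMSO wells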
M1 ag: human M1 muscarinic receptor agonists, primary screen, Fluo-8 calcium fluorescence, CHO-K1 cells, HTS; 360,000 compounds, 0.33% hits; activation, % at 3 µM; CHO-K1 hM1, agonist mode; 0% DMSO, 100% acetylcholine EC100; Muscarinic acetylcholine receptor M1 (Homo sapiens), P11229; AID 588814, 2011;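 active means activation above the run's mean compound activation plus 3 SD, cut at about 16% in these data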;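 further: peak over basal fluorescence ratio within a 140 s kinetic read after compound addition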
TAAR1 ag: human TAAR1 agonists, primary screen, Fluo-8 calcium fluorescence, CHO RD-HGA16 cells. Trace amine-associated receptor 1 (Homo sapiens), Q96RJ0. vehicle wells 0%, saturating PEA agonist 100%. activation, % at 3 µM. 360,000 compounds, 0.99% hits. AID 624467, 2012;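 active means activation above the mean activation of all test compounds in the run plus 3 SD, cut at about 38% in these data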
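Assay system: CHO-derived RD-HGA16 cells with stable Gα16 and human TAAR1; timing: 17-24 h seeding, 75 min 37 °C dye, 30 min RT; read-out: % activation from peak over basal fluorescence ratio, DMSO-to-PEA scaled; measured by: kinetic Fluo-8 calcium fluorescence; benchmarks: low control DMSO, high control PEA (EC100); doses: 3 µM single concentration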
Starred values were filed as active, the others as inactive; . = not tested or not shown. The order is random, and some 4.2% of all compounds hit somewhere here.

SMILES | M1 antag | M1 ag parental | CHO-K1 Ca antag | TAAR1 antagonist | OXTR potentiate | M1 PAM parental | CHO parental Ca | M1 ag | TAAR1 ag
O=C(Nc1ccc(NC(=O)C2CC2)cn1)c1ccccc1Cl | -23 | 0.5 | -15 | 11 | -11 | 23 | 1 | -3 | 2
O=C(NC(=O)c1ccccc1Cl)Nc1ccc(-c2cnco2)cc1 | 10 | 1.0 | -11 | 9 | -7 | 10 | 7 | -2 | 3
Cc1nn(-c2ccc(F)cc2)c2c1cc(C#N)c1nc3ccccc3n12 | -4 | -0.2 | -12 | -2 | -3 | 6 | -4 | -3 | 9
CC1(C)OC(=O)C(=CNc2ccccc2F)C(=O)O1 | -1 | -0.1 | 3 | 1 | -3 | 11 | -1 | 0 | 6
Nc1ccc(C(=O)OCc2ccncc2)cc1[N+](=O)[O-] | -18 | 1.4 | -5 | 15 | -8 | 6 | -1 | -1 | 2
CCC(C)C(NC(=O)C(N)CC(C)C)C(=O)NC(CCC(=O)OCc1ccccc1)C(N)=O (stereo not given) | -26 | 0.3 | -9 | -20 | -2 | 5 | -3 | -2 | -2
Cc1ccc(C(=O)NC2(C(F)(F)F)N=C3SCCN3C2=O)cc1 (stereo not given) | 5 | -0.1 | 3 | 3 | -13 | -2 | 11 | -3 | 3
Cc1ccc(Cl)cc1NC(=S)N(CCCN1CCN(C)CC1)Cc1ccco1 | -14 | 0.8 | -9 | -21 | -12 | 19 | -9 | -3 | 1
Clc1ccc(-n2c(SCc3nc4ccccc4[nH]3)nnc2-c2ccncc2)cc1 | -24 | 1.1 | -23 | 19 | -3 | 14 | -27 | -8 | -1
Cc1ccccc1NC(=O)c1ccccc1NC(=O)Cc1cccc2ccccc12 | -8 | 1.1 | -10 | 16 | -10 | 19 | 3 | -2 | 15
Cc1csc2c(N3CCN(S(=O)(=O)c4ccc(Cl)cc4)CC3)ncnc12 | -2 | 2.1 | -12 | -17 | 1 | 16 | -9 | -1 | 2
COc1cc(NC(=O)COc2ccc(F)cc2)nc(OC)n1 | -8 | 2.0 | -27 | 9 | -6 | 6 | -17 | -4 | 5
COc1cc(C(O)c2nc(-c3ccc(N(C)C)cc3)cs2)ccc1F (stereo not given) | 16 | 13 | -3 | . | . | -1 | . | 5 | .
CC(=NNC(=S)N1CCCCCC1)c1cccc2cccnc12 | 1 | 6.8 | 3 | -9 | . | 1 | . | -2 | 3
COc1ccc(C(CNC(=O)CN2C(=O)NC3(CC(C)CC(C)(C)C3)C2=O)N2CCOCC2)cc1 (stereo not given) | -5 | -0.2 | 0 | -9 | -6 | 14 | -13 | -3 | 2
COc1ccc(CCNC(=O)CC2Nc3ccccc3NC2=O)cc1 (stereo not given) | -3 | -0.3 | 12 | 1 | -15 | -3 | -18 | -2 | 13
CCN(CC)CCn1c(NCc2nc3ccccc3n2Cc2ccccc2)nc2ccccc21 | -5 | 0.7 | -10 | -21 | -2 | 19 | -28 | -9 | 12
C/C(=N\NC(=O)c1cccc(S(=O)(=O)N2CCCC2)c1)c1ccc(F)cc1 | 1 | 0.4 | -5 | -6 | 0 | 11 | -16 | -7 | 1
Cc1cc(C)cc(C(=O)n2cnnc2N)c1 | -6 | 0.1 | 1 | -11 | -7 | 12 | -5 | -3 | 0
CNC(=O)NNC(=O)c1onc(-c2c(Cl)cccc2Cl)c1C(=O)OC | -5 | 1.2 | -9 | -36 | -7 | 13 | -13 | -4 | 1
Cc1nnc(SCC(=O)Nc2cc(C(C)(C)C)nn2-c2ccccc2)s1 | -1 | 0.5 | 0 | 4 | 1 | 16 | -11 | -4 | -3
C[C@H](NC(=O)c1[nH]cnc1C(=O)N[C@H](C)c1ccccc1)c1ccccc1 | 9 | 3.1 | -17 | 25 | -7 | 2 | -23 | 0 | 47*
COc1ccc(NC(=O)CCC(=O)NCCO)cc1 | -10 | -0.2 | 5 | 4 | -14 | 13 | -15 | -6 | 2
O=C(CN1C(=O)CCSc2ccc(S(=O)(=O)N3CCCC3)cc21)Nc1ccccc1 | 0 | -0.1 | -3 | -21 | -6 | 13 | -2 | -3 | 4
CCc1nnc(NC(=O)CCC(=O)N2CCN(Cc3ccc(Cl)cc3)CC2)s1 | 11 | 1.0 | 0 | -2 | -4 | 12 | -24 | 15 | 2
CCC(C)[C@H](NC(=O)N1CCn2c1nc1ccccc12)C(=O)NCCc1ccc(OC)c(OC)c1 (stereo not given in full) | -11 | 0.6 | -16 | -25 | -3 | 13 | -24 | -2 | 4
COc1cc(OC)c(C(=O)N2CCN(c3ccccn3)CC2)cc1OC | -8 | 0.9 | -13 | 6 | 1 | 9 | -5 | -1 | 1
O=C(Nc1c(S(=O)(=O)c2ccc(Cl)cc2)csc1Br)c1ccccc1Cl | -13 | 1.3 | -8 | -3 | -6 | -19 | -13 | -2 | -1
Cn1cccc1C(=O)OCC(=O)NC(=O)NC1CCCCC1 | 5 | -0.2 | 12 | 13 | -2 | -16 | -18 | -6 | 5
Cc1cc(C(F)(F)F)nn1CC(=O)NCc1ccco1 | -7 | 1.0 | -7 | 6 | -8 | 13 | 2 | -8 | -1
O=C(c1cc2c(=O)n3ccccc3nc2s1)N1CCOCC1 | -12 | 1.6 | -27 | 3 | -1 | 21 | -10 | -2 | 3
COc1ccc(C2C(C(C)=O)=C(O)C(=O)N2c2nccs2)cc1 (stereo not given) | 3 | 3.7 | 4 | -8 | -4 | 3 | -8 | -2 | 5
Cc1ncoc1C(=O)N1CCCC(C(=O)c2ccc3c4c(cccc24)CC3)C1 (stereo not given) | 5 | 0.3 | -13 | -1 | -15 | 14 | -30 | -2 | 0
Cc1ccc(CN2C(=O)CCC2C(=O)NCCN2CCOCC2)cc1 (stereo not given) | -12 | -0.1 | -3 | -21 | -20 | 12 | -4 | -5 | 3
CCOc1cc(-c2cc(-c3ccc(C)o3)nc(N)c2C#N)ccc1O | 4 | 1.3 | 5 | 21 | -3 | 9 | -19 | -5 | 4
CSc1ncccc1C(=O)OCC(=O)NCc1cccs1 | 6 | 0.0 | -6 | 8 | -2 | -3 | -10 | 1 | 4
CCCCNC(=S)N1CCC(Cc2ccccc2)CC1 | 0 | 1.4 | -1 | -6 | 6 | 8 | -6 | -4 | -3
COc1ccccc1-c1nc(C(N)=O)c2[nH]c(=O)n(-c3cccc(C)c3)c2n1 | -7 | 1.5 | -11 | -4 | -3 | 17 | -22 | 0 | 1
CC(C)(C)NC(=O)c1ccc(COc2ccc(Cl)cc2Cl)o1 | -2 | 4.5 | -7 | -12 | -17 | 2 | 9 | -1 | -2
O=C(c1ccccc1F)N1CCN(c2ccc([N+](=O)[O-])c3cccnc23)CC1 | 10 | 5.7 | 4 | 1 | -5 | -12 | -12 | -2 | 9
N#Cc1ccc(C23CC4(C2)[C@H](CN(P(=O)(c2ccccc2)c2ccccc2)[C@@H]4c2ccccc2)C3c2ccc(Cl)nc2)cc1 (stereo not given in full) | 15 | 0.2 | -10 | . | 1 | -6 | -24 | -4 | .
O=C(NCC12CC3CC(CC(C3)C1)C2)c1nn2cccnc2c1Cl | -3 | 0.2 | -11 | 15 | -1 | 13 | -9 | -1 | 4
O=C(c1cc(-c2cccc(Cl)c2)on1)N1CCN(c2ccccc2)CC1 | 2 | -0.7 | 7 | -3 | -1 | 3 | -11 | 0 | -4
Cc1cccc(NC(=O)c2ccc(S(=O)(=O)N3CCCCCC3)cc2)n1 | -4 | 3.5 | -2 | 13 | -7 | 2 | -9 | -4 | 7
COc1ccc(-c2cc(C(F)(F)F)n3ncc(C(=O)N4CCc5ccccc5C4)c3n2)cc1 | 2 | -0.6 | -14 | -15 | -17 | 9 | -27 | -14 | 9
C/C(=N\NC(=O)c1cccc(N/N=C(\C)c2ccccc2)c1)c1ccccc1 | -4 | -0.1 | 8 | 6 | -3 | 7 | -13 | -2 | -2
OC(c1ccc(F)c(F)c1)c1nc(-c2ccc(F)c(Cl)c2)cs1 (stereo not given) | 2 | 2.2 | 7 | -2 | . | 9 | . | -6 | 3
Cc1c(C(C)(C)O)[nH]c2ccc(C(F)(F)F)cc12 | -2 | 5.8 | -21 | -10 | 0 | 25 | -12 | -2 | 3
COc1ccc(NC(=O)Nc2ccc(C(=O)N3CCOCC3)cc2)cc1 | -5 | 0.2 | -7 | -2 | -13 | 5 | -6 | -4 | 12
COc1ccc(C)cc1S(=O)(=O)N1CCC(C(=O)NC2CCCC2)CC1 | -8 | 2.1 | 2 | -10 | -7 | -3 | 0 | 2 | 1

Three entries drawn at random from those above:
SMILES | M1 antag | M1 ag parental | CHO-K1 Ca antag | TAAR1 antagonist | OXTR potentiate | M1 PAM parental | CHO parental Ca | M1 ag | TAAR1 ag
COc1ccc(NC(=O)Nc2ccc(C(=O)N3CCOCC3)cc2)cc1 | -5 | 0.2 | -7 | -2 | -13 | 5 | -6 | -4 | 12
COc1ccc(-c2cc(C(F)(F)F)n3ncc(C(=O)N4CCc5ccccc5C4)c3n2)cc1 | 2 | -0.6 | -14 | -15 | -17 | 9 | -27 | -14 | 9
COc1ccc(C)cc1S(=O)(=O)N1CCC(C(=O)NC2CCCC2)CC1 | -8 | 2.1 | 2 | -10 | -7 | -3 | 0 | 2 | 1

Continued:
SMILES | M1 antag | M1 ag parental | CHO-K1 Ca antag | TAAR1 antagonist | OXTR potentiate | M1 PAM parental | CHO parental Ca | M1 ag | TAAR1 ag
COC(=O)c1ccc2c(=O)n(CCCCCC(=O)NC(C)C)c(=O)[nH]c2c1 | -2 | 0.1 | -11 | -5 | -13 | 1 | 6 | -3 | 0
N#Cc1cnc(Sc2ccccc2)nc1 | -3 | 0.8 | -17 | 0 | -14 | 24 | -7 | -6 | 1
Clc1ccc(N/N=C/c2ccncc2)cc1Cl | -3 | 3.5 | -6 | 32 | -5 | 23 | -12 | -12 | 33
CCn1c(O)c(/C=C/C=C/C=Nc2ccccc2)sc1=S | -1 | 0.2 | -3 | 11 | -3 | 8 | 3 | -8 | 10
O=C(O)c1ccc(-c2nc(-c3ccccc3)c(-c3cccs3)[nH]2)cc1 | -5 | 7.7 | -4 | -2 | -4 | 10 | -10 | 0 | 3

Source: PubChem (The Scripps Research Institute Molecular Screening Center)
